Source: PubChem (National Center for Advancing Translational Sciences (NCATS))
TbPYK inhibitor = T. brucei pyruvate kinase inhibition; Q57TT1; TbPYK enzyme, Kinase-Glo Plus ATP luminescence, 45 min; Potency, µM (titrated, usually from 76.8 µM), without a hit: at the highest dose activity, negative = inhibition, hits mostly inhibitors; 410,000 compounds, 0.12% hits; AID 624173; further: potency means the concentration at half of the fitted maximal effect; on the % scale 0 is the no-effect control and ±100 the full control effect; nearly all actives have a fitted effect of over 50% in size
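T. brucei PYK with substrate was exposed to pin-transferred compounds across a concentration series, then started with 130 uM ADP (final). After 45 min at room temperature, Kinase-Glo Plus luminescence was read, normalized and curve-fitted.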
Shiga inhibitor = blocks Shiga toxin action in Vero cells; Vero cells, Shiga toxin protein synthesis inhibition reporter; inhibition, % at 38.7 µM; 290,000 compounds, 9.2% hits; in the data active means inhibition mostly above about 28%, no sharp cut-off; inactive means mostly below about 43%; further: 0% is about no effect
Pf growth 48h = inhibits P. falciparum growth in the first generation, 48 h | P. falciparum luciferase growth in erythrocytes, 48 h | Potency, µM (doses to about 28.7 µM), inactives show at the highest dose activity change, negative = inhibition, hits mostly inhibitors | 310,000 compounds, 5.9% hits | AID 504832; further: potency means the concentration at half of the fitted maximal effect; on the % scale 0 is the no-effect control and ±100 the full control effect
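Parasite viability was followed by luminescence of a genomically integrated firefly luciferase. Cultures held 0.1% parasitemia at 2% hematocrit (final), incubated under 5% CO2 at 37 C.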
LmPK inhibitor = blocks Leishmania mexicana pyruvate kinase activity; Q27686; purified LmPK, Kinase-Glo ATP luminescence, 1 h; Potency, µM (highest dose often 57.5 µM), for inactives: at the top dose activity change, negative = inhibition, hits mostly inhibitors; 290,000 compounds, 0.37% hits; further: potency means the concentration at half of the fitted maximal effect; on the % scale 0 is the no-effect control and ±100 the full control effect
Target sequence (Q27686 whole entry, looked up): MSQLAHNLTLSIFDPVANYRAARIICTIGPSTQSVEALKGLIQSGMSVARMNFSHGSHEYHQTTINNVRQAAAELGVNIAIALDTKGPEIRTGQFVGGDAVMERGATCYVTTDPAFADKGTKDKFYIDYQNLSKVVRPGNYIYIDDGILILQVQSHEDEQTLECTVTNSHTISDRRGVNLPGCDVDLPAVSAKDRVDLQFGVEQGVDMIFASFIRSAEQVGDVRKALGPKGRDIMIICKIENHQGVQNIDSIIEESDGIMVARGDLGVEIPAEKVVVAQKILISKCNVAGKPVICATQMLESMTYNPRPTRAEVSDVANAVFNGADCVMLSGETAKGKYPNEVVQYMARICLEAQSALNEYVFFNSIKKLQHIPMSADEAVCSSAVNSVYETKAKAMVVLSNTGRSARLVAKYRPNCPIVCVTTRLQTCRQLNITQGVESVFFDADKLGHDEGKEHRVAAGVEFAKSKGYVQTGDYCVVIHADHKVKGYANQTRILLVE
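Kinase-Glo luminescence read after 1 h RT reaction of 0.1 nM LmPK with 0.5 mM PEP and 0.1 mM ADP. Activity scaled between uninhibited and enzyme-free controls.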
AMA1 RON2 block = disrupts binding of P. falciparum AMA1 to RON2; 360,000 compounds, 0.2% hits; AlphaScreen AMA1-biotinylated RON2 peptide binding; Potency, µM (highest dose often 58.2 µM), without a hit: top-dose activity change, negative = inhibition, most hits filed as inhibitors;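 further: potency means the concentration at half of the fitted maximal effect; 0% = vehicle wells and -100% = peptide control; nearly all actives have a fitted effect of over 45% in size; some results filed as inactive show a strong effect at the top dose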
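AMA1 (3D7) with his tag at 25 nM final met compounds first, then biotinylated RON2 peptide at 25 nM; detection used donor plus acceptor beads, 10 µg/mL apiece, read by AlphaScreen after 30 min at room temperature.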
CHX counter = counter-screen hit for Shiga toxin inhibitors, cycloheximide; cell reporter, cycloheximide protein synthesis inhibition counterscreen; max response, %; AID 2314; 300,000 compounds, 12% hits; in the data active means max response mostly above about 13%, no sharp cut-off; inactive means mostly below about 14%; further: read at 38.3 µM for the half of the compounds with a filed dose; 0% is about no effect
Pf growth 96h = P. falciparum growth inhibition at 96 hour, primary screen for plastid delayed-death inhibitors; P. falciparum luciferase reporter growth, 96 h; Potency, µM (top dose mostly 28.7 µM), for the others: top-dose activity change, negative = inhibition, hits mostly inhibitors; 320,000 compounds, 6.9% hits; AID 504834; further: potency means the concentration at half of the fitted maximal effect; on the % scale 0 is the no-effect control and ±100 the full control effect
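Cell-based qHTS: luciferase-tagged P. falciparum in erythrocytes (2% hematocrit, 0.05% parasitemia final) incubated with compounds for 96 hours, 37 C, 5% CO2; luciferase detection reagent then added and luminescence measured.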
* marks the source's active call; other numbers are inactive results; ? = inconclusive; . = not tested or not shown; & = joins results of further samples; ! = not confirmed by another sample; [ ] = another dose, or the depositor's remark. Unless noted, the call rests on the fitted dose curve; in most records, active means well fitted curve in the direction sought with a large enough effect; inconclusive means small, poorly fitted or top-dose-only effect, or another doubt; inactive means no such curve, though single readings can be large; an effect the other way counts as inactive or inconclusive.

molecule,TbPYK inhibitor,Shiga inhibitor,Pf growth 48h,LmPK inhibitor,AMA1 RON2 block,CHX counter,Pf growth 96h
NC(=Nc1ccc(Br)cc1)c1ccccc1,4.9%,76.0*,37.1%[activator],0.7%,4.4%,19.7*,8.7%
CC(c1ccccc1)N1C(=O)c2ccc(C(=O)Nc3ccc(Br)cc3C(=O)O)cc2C1=O (configuration not stated),0.3%,-4.6,-8.8%,-5.8%,-0.6%,1.7,-23.7%
O=C(NNS(=O)(=O)c1ccc([N+](=O)[O-])cc1)C1CCCCC1,-0.2%,-11.0,2.7%,-1.6%,-5.9%,10.1,?
O=C(CN1CCN(c2cccc(Cl)c2)CC1)N1CCCC1,-5.7%,-3.8,0.3%,-0.4%,3.2%,-1.0,?
Nn1cnnc1N/N=C/c1cc(Br)cc(Br)c1O,0.9%,-13.6,0.4%,-0.3%,24.7%,-3.5,69.5%[activator]
C=CCSc1nc2nc(C)cc(C)n2n1,0.4%,-3.4,8.0%,1.7%,0.0%,-3.6,0.329µM*
COc1ccc(C2=NN(C(=O)c3ccccc3C(=O)O)C(c3ccccc3O)C2)cc1 (configuration not stated),7.5%,162.3*,8.8%,-5.5%,36.9%[activator],40.6*,64.5%[activator]
O=C1Cc2ccccc2C(=O)N1c1ccccc1,0.1%,-0.7,20.7%,1.5%,29.6%,-4.9,41.6%[activator]
Cc1ccc2[nH]c(=O)c(CN(CC3CCCO3)C(=O)c3cccs3)cc2c1 (configuration not stated),1.2%,-6.6,-0.8%,5.4%,47.1%[activator],-1.3,?
O=C(NC(CO)(CO)CO)c1coc(=O)c(Br)c1,-6.9%,1.3,?,-0.2%,7.5%,9.9,?
O=C(C1=C(O)C(=O)N(CC2CCCO2)C1c1ccc(Cl)cc1)c1ccco1 (configuration not stated),4.4%,-1.4,-1.5%,-7.8%,16.8%,-2.1,0.0%
O=C(Nc1ccccc1)NC1CC2CCC(C1)N2Cc1nnnn1Cc1ccc2c(c1)OCO2 (configuration not stated),6.4%,16.3,?,-2.7%,0.5%,0.8,0.0%
CCOC(=O)C1CCN(S(=O)(=O)c2ccc(CNC(=O)c3ccccc3)s2)CC1,2.7%,-1.5,-7.6%,5.5%,24.8%,-2.5,-13.2%
O=C(NC(=S)Nc1cccc(Cl)c1N1CCCCC1)c1ccco1,-4.5%,42.5,-17.2%,-0.4%,22.7%,1.6,?
N/C(=N\OC(=O)c1ccco1)c1ccc(Br)cc1,4.2%,95.0*,45.0%[activator],-21.9%,0.0%,38.7*,86.7%[activator]
CCc1nc2ccc(C(=O)N(CC)CC(=O)Nc3c(F)cccc3F)cc2nc1CC,4.5%,.,?,.,2.1%,.,?
Cc1cc(C)cc(-n2nnc(C(=O)NCc3ccc4c(c3)OCO4)c2N)c1,-3.1%,-4.5,?,3.9%,-16.2%,-3.1,11.8%[5.75 µM]
O=C(CC(=O)NCc1ccccc1)NCc1ccccc1,-3.1%,26.9,12.4%,-4.2%,13.5%,-7.5,22.7%
C#CCn1c(=NC(=O)CN2C(=O)CCC2=O)sc2cccc(C)c21,-1.1%,-3.9,.,12.4%,18.2%,-6.8,?
CNC(=S)N1CCC(NC(=O)C(Cc2ccccc2)NC(C)=O)CC1 (configuration not stated),1.3%,-19.1,37.6%,10.4%,-5.7%,-4.9,12.0%
COc1cc(CNn2c(C)n[nH]c2=S)cc(Cl)c1OCc1ccccc1,-2.1%,-5.6,-11.3%,-4.7%,16.6%,-3.0,?
C=CCN(C(=O)c1ccc2c(c1)nnn2C)c1ccccc1,-3.5%,11.3,7.9%,-1.8%,-13.0%,-5.5,?
CCOc1ccccc1OCC(=O)Nc1ccc(S(=O)(=O)Nc2ncccn2)cc1,2.0%,-5.2,24.8%,-0.7%,-8.2%,-4.3,?
O=C(c1ccccn1)N(Cc1ccco1)C1(C(=O)NC2CCCCC2)CCCCC1,-3.9%,-8.6,.,1.9%,5.2%,10.3,11.2%
O=C(O)C1CCC(=O)N(C2CC2)C1c1ccccc1 (configuration not stated),5.0%,-15.3,?,0.7%,-6.0%,-2.5,37.5%[activator]
CC(=O)c1ccc2noc(-c3cccc(C)c3)c2c1,3.0%,44.0,?,-2.8%,35.6%[activator],29.8,14.3%
CCOc1cc(/C=N/O)cc(Br)c1OCC,0.0%,-8.1,3.0%,2.5%,-3.3%,-2.9,4.2%
Cc1cccc(-c2cc(C(=O)Nc3ccncc3)c3ccccc3n2)c1,5.9%,-1.5,1.04µM*,0.3%,-7.0%,8.4*,2.33µM*
Cc1ccc2[nH]c3nc(SCC#N)nnc3c2c1,-1.8%,-3.4,-14.2%,2.2%,-12.4%,2.7,30.0%
COc1ccc(-n2c(COc3cccc4cccnc34)nnc2SCC(=O)O)cc1,-12.0%,14.7,0.0%,5.1%,9.7%,-1.4,3.7%

Four compounds picked at random from the list so far:
molecule,TbPYK inhibitor,Shiga inhibitor,Pf growth 48h,LmPK inhibitor,AMA1 RON2 block,CHX counter,Pf growth 96h
O=C(CN1CCN(c2cccc(Cl)c2)CC1)N1CCCC1,-5.7%,-3.8,0.3%,-0.4%,3.2%,-1.0,?
C=CCN(C(=O)c1ccc2c(c1)nnn2C)c1ccccc1,-3.5%,11.3,7.9%,-1.8%,-13.0%,-5.5,?
O=C(CC(=O)NCc1ccccc1)NCc1ccccc1,-3.1%,26.9,12.4%,-4.2%,13.5%,-7.5,22.7%
Cc1cccc(-c2cc(C(=O)Nc3ccncc3)c3ccccc3n2)c1,5.9%,-1.5,1.04µM*,0.3%,-7.0%,8.4*,2.33µM*

More structures:
molecule,TbPYK inhibitor,Shiga inhibitor,Pf growth 48h,LmPK inhibitor,AMA1 RON2 block,CHX counter,Pf growth 96h
O=C(O)C1CSC(c2cccnc2)N1 (configuration not stated),8.7%,0.7,23.7%,-2.0%,-1.2%,-4.2,?
CN(C)S(=O)(=O)c1cccc(C(=O)NCCCn2ccnc2)c1,0.2%,-3.9,?,3.5%,-6.6%,7.0,45.8%[activator]
O=C(Oc1cccc(C(=S)N2CCOCC2)c1)c1cccc([N+](=O)[O-])c1,-3.2%,-3.0,43.1%[activator],5.7%,-16.7%,1.4,15.8%
COC(=O)c1ccccc1NC(=O)CSc1nc(N)cc(N)n1,1.8%,-4.6,.,4.4%,5.2%,5.1,?
O=C(NC(=S)Nc1ccc2c(c1)OCCO2)c1ccc(F)cc1Cl,-2.9%,33.8*,68.8%[activator],2.6%,86.3%[activator],28.3*,2.1%
CC1(C)CC(=O)C2=C(C1)OC(N)=C(C#N)C21C(=O)N2CCCc3cccc1c32 (configuration not stated),-4.8%,-6.4,-19.4%,1.3%,-2.6%,-3.2,2.9%
O=S(=O)(c1ccc(F)cc1)N1CCN(CC(O)COCc2cccs2)CC1 (configuration not stated),-7.8%,-1.7,-11.0%,3.5%,-6.1%,-3.7,-25.6%
CC(C)c1ccc(-c2c(C#N)c(N)nc3c2CCCCC3)cc1,-2.5%,-11.1,?,5.4%,-2.8%,-2.1,.
Cc1cc(-c2cn3ccccc3n2)c(C)n1-c1ccccc1,2.0%,64.3*,-57.7%,-11.9%,-2.5%,48.1*,?
COCCn1cc(C(=O)N2CCN(C)CC2)c2c3ccccc3n(C)c2c1=O,-1.0%,-7.7,-1.7%,-0.7%,-2.1%,-2.1,?
CC(C)(C)NC(=O)/C(=C\c1ccccc1F)NC(=O)c1ccc([N+](=O)[O-])cc1,0.9%,1.9,4.0%,4.9%,-7.8%,7.4,45.3%[activator]
CCCCCOC(=O)C1=C(C)NC(=O)NC1c1ccc2c(c1)OCO2 (configuration not stated),-3.2%,.,59.8%[activator],-2.8%,-1.1%,-3.1,-2.6%
O=c1c2ccccc2ncn1-c1ccc(Cl)cc1,-17.9%&-1.3%,41.7*!,108.2%[activator],-2.2%&-1.3%,-12.0%&0.1%,28.5*,123.2%&125.3%[activator]
Cc1cc(C)c2c(N)c(C(=O)N/N=C/c3cccs3)sc2n1,1.9%,91.9*,95.7%[activator],0.4%,-5.1%,53.5*,43.7%[activator]
CC(O)C(NS(=O)(=O)c1ccc(Cl)cc1)C(=O)OCC(=O)N1CCN(c2ccccc2)CC1 (configuration not stated),6.7%,-5.1,21.5%,-0.6%,-6.8%[11.6 µM],-4.1,?
Cc1ccc(-c2nc(N)n(C(=O)c3ccco3)n2)cc1,-4.4%,27.9,48.2%[activator],-0.5%,16.4%,12.7,-22.8%
CCN(CC)S(=O)(=O)c1cc(NC(=O)Cc2n[nH]c(=O)c3ccccc23)ccc1C,-1.8%,16.3,-29.3%,0.2%,-7.9%,-1.5,-23.7%
CC(C)(C)OC(=O)CNC(=O)c1[nH]cnc1C(=O)Nc1ccc(CNC(=O)OC(C)(C)C)cc1,3.9%,10.2,13.1µM*,3.2%,137.2%[activator],4.7,13.1µM*
Cc1cccc(NC(=O)Nc2cccc(F)c2)n1,-4.2%,78.7*,62.4%[activator],0.1%,1.8%,52.5*,-24.1%
CCCCCCCCCCOC(=O)Cn1c(COc2ccccc2)[n+](C)c2ccccc21,0.1%,-9.4,?,0.1%,-0.2%,-4.4,?
Cc1cc(C)n2ncc(/C(N)=N/OC(=O)Nc3ccc(Cl)cc3)c2n1,3.7%,48.0,5.7%,2.9%,-2.3%,20.2*,30.6%[activator]
Cc1cccc(NC(=O)NCc2ccc3c(c2)OCO3)c1C,0.9%,47.7,34.3%[activator],1.4%,6.5%,16.0,2.4%
CCCCc1nnc(NC(=O)CC(=O)Nc2ccccc2C(=O)O)s1,5.7%,-16.8,5.2%,0.7%,-17.2%,-4.1,.
C=C[C@]1(C)C[C@@H](OC(=O)CSCCN(CC)CC)[C@]2(C)C(C)CC[C@]3(CCC(=O)[C@H]32)[C@@H](C)[C@@H]1O (some centres not stated),6.1%&8.6%&-6.6%,.,13.1µM*,.,-5.1%&0.0%,.,2.08µM*
CC(C)CN(CC(C)C)C(=S)NC1CCCCC1,-6.5%,-3.4,-14.4%,1.7%,-7.8%,-3.6,?
CN(C)S(=O)(=O)c1ccc(C(=O)NN2C(=O)NC3(CCCCC3)C2=O)cc1,2.2%,.,?,.,9.2%,.,21.6%
O=C(CCn1c(=O)oc2ccc(Cl)cc21)NCCCN1CCOCC1,4.0%,4.4,14.2%,-9.1%,7.1%,-4.8,?
Cc1ccc(CSc2nc3ncccc3[nH]2)cc1,-7.5%,63.7*,42.7%[activator],?,5.1%,19.6*,-0.4%
COc1ccc(C(=O)NNC(=O)CSc2ccccc2)cc1,5.0%,21.1,0.0%,1.8%,85.6%[activator],6.3,-5.6%
Cc1cc(Br)cc2c(C(=O)NCC3CCCO3)cc(-c3cccs3)nc12 (configuration not stated),2.3%,-11.3,-9.4%,-0.2%,7.5%,6.7,-6.1%
